GPR151 activ = activators of human GPR151, primary screen, cell-based, PathHunter beta-arrestin, luminescence. AID 1508602, 2020. PathHunter beta-arrestin GPR151 cells. activation, % at 11.2 µM. G-protein coupled receptor 151 (Homo sapiens), Q8TDV0. 650,000 compounds, 1% hits; in the data active = activation above about 4.9%;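 note: 0% = median of compound wells and 100% = cells with positive control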
FBW7 activator = FBW7 E3 ligase activators, primary screen, biochemical, AlphaScreen, human. AlphaScreen FBW7–phospho-cyclin E peptide binding, activator screen. 650,000 compounds, 0.13% hits. normalized activity (activation), % at 26.1 µM. F-box/WD repeat-containing protein 7 (Homo sapiens), Q969H0. AID 1259310, 2017; in the data active = normalized activity above about 1.9%;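 note: purified mutant Fbw7 with reduced substrate affinity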
Target sequence (Q969H0 whole entry, looked up): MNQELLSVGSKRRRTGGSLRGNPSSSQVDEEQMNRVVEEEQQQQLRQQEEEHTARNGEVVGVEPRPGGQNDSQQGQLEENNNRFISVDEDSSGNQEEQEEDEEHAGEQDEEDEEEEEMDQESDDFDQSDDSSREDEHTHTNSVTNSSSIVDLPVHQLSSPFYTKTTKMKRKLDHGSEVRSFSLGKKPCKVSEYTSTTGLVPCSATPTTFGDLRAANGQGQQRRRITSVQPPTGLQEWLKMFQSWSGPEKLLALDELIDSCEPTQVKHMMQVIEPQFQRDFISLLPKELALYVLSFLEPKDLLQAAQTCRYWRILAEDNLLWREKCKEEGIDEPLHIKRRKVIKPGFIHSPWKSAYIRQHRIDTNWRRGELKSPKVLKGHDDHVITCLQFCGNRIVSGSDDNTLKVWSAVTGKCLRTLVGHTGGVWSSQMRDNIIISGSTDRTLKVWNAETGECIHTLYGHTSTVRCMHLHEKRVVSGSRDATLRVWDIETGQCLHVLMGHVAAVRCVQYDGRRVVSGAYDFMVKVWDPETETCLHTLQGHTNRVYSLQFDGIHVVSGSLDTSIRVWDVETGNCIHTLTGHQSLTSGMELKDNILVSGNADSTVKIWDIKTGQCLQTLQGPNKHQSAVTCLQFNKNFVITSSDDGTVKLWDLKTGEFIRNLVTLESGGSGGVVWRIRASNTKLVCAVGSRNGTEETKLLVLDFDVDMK
TEAD-YAP block = TEAD-YAP interaction inhibition, primary screen, TEAD-YAP interaction inhibitor project, luminescence, HEK-TIYL cells; AID 1259422, 2018; TEAD-Gal4/YAP UAS-luciferase luminescence; inhibition, % at 9.12 µM; 640,000 compounds, 1.4% hits; in the data active = inhibition above about 32%;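 note: 0% = median of test compound wells and 100% = reference inhibitor wells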
MITF inh = MITF inhibitors, primary screen, biochemical, AlphaScreen, human; 650,000 compounds, 0.91% hits; AlphaScreen MITF homodimerization, bead proximity signal; inhibition, % at 2.6 µM; in the data active = inhibition above about 50%;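 note: 0% = vehicle wells with protein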
* = called active by the depositor; & = joins results of further samples.

SMILES	GPR151 activ	FBW7 activator	TEAD-YAP block	MITF inh
CC(=O)N1CCN(c2ccc([N+](=O)[O-])c(-n3nc(C)cc3C)c2)CC1	0.9	-0.1	0	7
Cc1nc(-c2cccc(NS(C)(=O)=O)c2)cs1	-1.5	-0.1	7	-6
N#Cc1c(C(F)(F)F)cc(NCCN2CCOCC2)n2c1nc1ccccc12	0.0	-0.1	-8	-1
CCc1cccc(CC)c1NC(=O)C(CC)Sc1nc2ccsc2c(=O)n1CCC(=O)O (stereo not given)	0.8	-0.1	9	5
CCCC(=O)NCC(c1ccc2c(c1)OCO2)N1CCOCC1 (stereo not given)	0.2	-0.2	13	-4
CCCc1cc(=O)oc2cc3occ(C)c3cc12	0.4	0.0	14	-2
CCCC(C)NC(=O)c1ccc(F)cc1 (stereo not given)	-0.6	0.2	1	10
Cc1cccc(C)c1-n1c(SCC(=O)NC2CCCCC2)nc2c(sc(=S)n2-c2c(C)cccc2C)c1=O	2.0	-0.9	7	4
CCCCNC(=S)N/N=C/c1ccccc1OCC(=O)O	1.5	-0.2	-6	-3
Cc1ccc(NC(=O)CCNc2c(N3CCCC3)c(=O)c2=O)c(Br)c1	1.5	-0.2	3	-12
O=C(Nc1ccc(F)cc1F)c1cccc(S(=O)(=O)N2CCOCC2)c1	-1.5	-0.2	-10	-2
CCOc1ccccc1-n1c(N)c(C(=O)Nc2ccc(C)cc2)sc1=S	-0.8	-0.1	5	1
Fc1ccccc1Nc1nc(N2CCOCC2)nc(N2CCOCC2)n1	-0.8	0.0	-7	5
CCN(CC)c1ccc(CNCc2ccncc2)cc1	0.3	0.1	10	17
CCc1cc2c(C)cc(=O)oc2c(CN2CCC(C)CC2)c1O	2.5	0.2	0	-1
Cc1cc(NC(=O)CSc2nc3ccsc3c(=O)n2CCC(C)C)no1	4.2	-0.2	-3	1
O=C(N/C(=C\C=C\c1ccccc1)C(=O)N1CC2CC(C1)c1cccc(=O)n1C2)c1ccc(F)cc1 (stereo not given)	0.3	-0.1	2	-9
N#C/C(=C\c1cccs1)C(=O)Nc1nccs1	-2.9	-0.2	-42	-1
CCOc1ccc(/C=N/n2c(-c3ccccc3)csc2=NCCOC)cc1	1.2	-0.5	7	8
Cc1cc(C)n2cc(CSc3nnc(-c4c[nH]c5ccccc45)o3)nc2n1	-1.7	-0.3	-13	-4
CC(C)n1c(NCc2cccnc2)nc2c(NC3CCN(Cc4ccccc4)CC3)ncnc21	0.2	-0.1	20	15
CCCCCCSC1=C(C#N)C(c2ccc(OC)cc2)CC(=O)N1 (stereo not given)	-0.5	-0.2	5	2
Cc1ccccc1-c1nc2cc(NC(=O)c3ccc4ccccc4c3)ccc2o1	0.2	-0.1	-7	-2
COc1cc(C)ccc1OCC(=O)NCCOc1ccc2nnc(-c3ccccc3)n2n1	1.0	0.2	2	-2
COc1ccccc1-n1c(N2CCCCC2)n[nH]c1=S	-1.1	0.0	1	2
O=C(CN1CCC(C(=O)c2ccc3c(c2)OCCO3)CC1)Nc1cccc([N+](=O)[O-])c1	0.4	0.1	4	12
COc1ccc(CNC(=O)C(=O)Nc2ccc3nc4n(c(=O)c3c2)CCCCC4)cc1	-0.6	0.0	10	0
Cc1ccc2c(c1)c1c(c(=O)n(-c3ccccc3)c(=O)n1CC(=O)NCC1CCCO1)n2C (stereo not given)	-0.6	-0.1	-7	-1
N#CC1=C(NC(=O)c2ccc([N+](=O)[O-])cc2)CCC1	5.6*	0.2	9	3
CCOC(=O)C1=C(C)OC(N)=C(C#N)C1c1ccsc1 (stereo not given)	-0.6	0.0	-4	-8
CCOC(=O)c1c(NC(=O)CN2C(=O)C(C)N(c3ccc(C)cc3)C2=O)sc(C)c1C (stereo not given)	1.1	-0.1	-8	0
COC(=O)c1ccccc1NC(=O)c1cc2nc(-c3ccc(Br)cc3)cc(C(F)(F)F)n2n1	0.2	0.0	3	19
CCOC(=O)C1=C(C)N=c2s/c(=C3\C(=O)N(C(C)=O)c4ccccc43)c(=O)n2C1c1ccc(OC)cc1 (stereo not given)	-0.4	-0.1	-4	15
O=C(CSc1nnc(COc2ccc(F)cc2)o1)Nc1ccc(N2CCCCC2)cc1	-0.6	-0.1	-6	-3
O=C(COc1ncnc2c(Cl)cc(Cl)cc12)NCCN1C(=O)CSC1=O	0.4	0.0	0	3
O=C(Cc1c(O)c2ccccc2[nH]c1=O)Nc1ccccc1Cl	1.5	0.1	8	1
CCC(C)(C)n1nnnc1C(c1ccc(C)cc1)N1CCN(Cc2cccnc2)CC1 (stereo not given)	6.4*	-0.1	-12	5
Cc1ccc(-c2n[nH]c(C3CCN(C(=O)N4CCOCC4)CC3)n2)cc1	1.2	-0.1	3	3
O=C(c1ncoc1-c1cccc(F)c1)N1CCN(c2nc3ccccc3s2)CC1	1.4	0.0	5	6
Cc1cccc(C(=O)Nc2ccccc2-c2nnn(CC(=O)NC3CCCCC3)n2)c1	0.8	0.0	7	8

A few values from the results shown:
MITF inh result of `O=C(COc1ncnc2c(Cl)cc(Cl)cc12)NCCN1C(=O)CSC1=O` stands at 3
MITF inh result of `O=C(c1ncoc1-c1cccc(F)c1)N1CCN(c2nc3ccccc3s2)CC1` stands at 6
TEAD-YAP block result of `O=C(Cc1c(O)c2ccccc2[nH]c1=O)Nc1ccccc1Cl` stands at 8

Rewritten bar-delimited: entries from further up
SMILES | GPR151 activ | FBW7 activator | TEAD-YAP block | MITF inh
Cc1ccc(-c2n[nH]c(C3CCN(C(=O)N4CCOCC4)CC3)n2)cc1 | 1.2 | -0.1 | 3 | 3
CCC(C)(C)n1nnnc1C(c1ccc(C)cc1)N1CCN(Cc2cccnc2)CC1 (stereo not given) | 6.4* | -0.1 | -12 | 5

(listing goes on)
SMILES	GPR151 activ	FBW7 activator	TEAD-YAP block	MITF inh
COc1cc(C(=O)OCC(=O)NC(N)=O)cc(OC)c1OC	0.5	0.0	-3	13
CC(=O)N1CCOc2cc(S(=O)(=O)NC3CCC(C)CC3)c(C)cc21 (stereo not given)	-0.5	0.1	0	-15
CCOc1cc(C=O)ccc1OS(=O)(=O)c1ccc(Cl)cc1	-0.7	0.0	6	-3
COc1ccccc1CNS(=O)(=O)c1ccc(F)c(C(=O)Nc2ccc(Cl)cc2)c1	1.5	-0.2	7	1
O=C(NCc1ccco1)c1cc(C(=O)NCc2ccco2)cc([N+](=O)[O-])c1	0.0	0.1	23	9
O=C(CC1C(=O)NCCN1CCCc1ccccc1)NCCN1CCCCC1=O (stereo not given)	2.1	0.1	5	4
COc1ccccc1N1CCN(C2CCCN(C(=O)CCn3cncn3)C2)CC1 (stereo not given)	0.5	-0.1	-13	-9
O=C(O)c1ccc(S(=O)(=O)Nc2ccc(O)c(-c3c(O)ccc4ccccc34)c2)cc1	-1.9	0.7	-6	12
Cc1cc2c(cc1C)CSC(c1ccc(Cl)cc1)SC2	0.8	0.2	2	7
CC1=C(C(=O)Nc2ccccc2)C(c2ccco2)NC(=S)N1 (stereo not given)	1.9	-0.3	-7	-1
COc1ccc(Cl)c2sc(N3CCN(C(=O)c4nc5ccccc5s4)CC3)nc12	1.8	-0.1	-2	0
CCc1ccccc1NC(=O)c1ccc(F)cc1	3.7	-0.1	-10	-17
Cc1ccc(C)c(NC(=O)CN2C(=O)CC(c3ccccc3)S(=O)(=O)c3ccccc32)c1 (stereo not given)	0.1	0.1	6	8
O=C(NCCOc1ccccc1)c1cnc(N2CCOCC2)s1	-2.1	0.0	-31	14
N#Cc1cc2[nH]c(=O)c(=O)[nH]c2cc1[N+](=O)[O-]	-2.8&2.9	0.3&-0.1	-1	10&-9
CC(C)(C)c1ccc(C2CC(=O)C(C=NCCN3CCN(C(=O)Nc4ccccc4)CC3)=C(O)C2)cc1 (stereo not given)	4.5	0.6	-13	28
CCOc1ccc(NC(=O)c2nccnc2CO)cc1	-5.0	1.3	-49	12
NC(=O)C1CCCN(Cc2ccc(C(=O)NC3c4ccccc4-c4ccccc43)c(=O)[nH]2)C1 (stereo not given)	0.6	0.1	-4	4
Cc1ccc(NC2=CC(c3ccccc3)N(c3ccc(C)cc3)C2=O)cc1 (stereo not given)	0.8	0.1	5	-8
Cc1ccc(-n2c(SCC(=O)OC(C)C)nnc2-c2ccncc2)cc1	2.2	-0.1	6	12
Cc1ccc(OCCSc2nc3ccccc3n2CC(=O)O)cc1	-0.1	0.1	1	3
COc1cccc(CNc2nc(C)c(-c3ccn(CC4CCCN(C)C4)n3)s2)c1OC (stereo not given)	0.3	-0.1	-9	2
COC(=O)c1ccccc1NC(=O)CC1Nc2cc(C)c(C)cc2NC1=O (stereo not given)	-0.6	0.0	10	7
Cc1sc2ncn(CC(=O)NCC(=O)Nc3ccc(F)c(Cl)c3)c(=O)c2c1C	-0.5	0.1	15	16
CC(C)CNC(=O)c1cnc2n(c1=O)CCS2	2.2	0.0	-4	-3
COc1ccc(C(=O)Nc2nc3ccc(S(N)(=O)=O)cc3s2)cc1	3.2	-0.1	-8	-5
CC(=O)c1ccc(NC(=S)N2CCCC(CO)C2)cc1 (stereo not given)	1.4	0.1	-16	4
COc1ccc2[nH]c3nc(SCC(=O)NCc4ccc5c(c4)OCO5)nnc3c2c1	0.1	0.0	-7	-38
CN(Cc1ccsc1)C(=O)CCc1nnc(Cc2c[nH]c3ccccc23)o1	-1.6	0.6	-4	15
Cc1ccoc1C(=O)N1CCc2nncn2CC1	0.1	-0.1	-6	-19

Compound profiles, from the list above. Values in the order: GPR151 activ	FBW7 activator	TEAD-YAP block	MITF inh
Results for `CN(Cc1ccsc1)C(=O)CCc1nnc(Cc2c[nH]c3ccccc23)o1` : -1.6	0.6	-4	15
Results for `CC(=O)c1ccc(NC(=S)N2CCCC(CO)C2)cc1` (stereo not given) : 1.4	0.1	-16	4
Results for `COC(=O)c1ccccc1NC(=O)CC1Nc2cc(C)c(C)cc2NC1=O` (stereo not given) : -0.6	0.0	10	7
Results for `COc1ccc(C(=O)Nc2nc3ccc(S(N)(=O)=O)cc3s2)cc1` : 3.2	-0.1	-8	-5
Results for `Cc1sc2ncn(CC(=O)NCC(=O)Nc3ccc(F)c(Cl)c3)c(=O)c2c1C` : -0.5	0.1	15	16

4 records drawn at random from the list so far:
SMILES	GPR151 activ	FBW7 activator	TEAD-YAP block	MITF inh
O=C(NCc1ccco1)c1cc(C(=O)NCc2ccco2)cc([N+](=O)[O-])c1	0.0	0.1	23	9
CCCC(=O)NCC(c1ccc2c(c1)OCO2)N1CCOCC1 (stereo not given)	0.2	-0.2	13	-4
CC(C)(C)c1ccc(C2CC(=O)C(C=NCCN3CCN(C(=O)Nc4ccccc4)CC3)=C(O)C2)cc1 (stereo not given)	4.5	0.6	-13	28
CCOc1ccc(NC(=O)c2nccnc2CO)cc1	-5.0	1.3	-49	12

More records follow.
SMILES	GPR151 activ	FBW7 activator	TEAD-YAP block	MITF inh
O=S(=O)(O)c1ccc(NN=C2C3CC4CC(C3)CC2C4)cc1	0.9	0.0	4	16
COc1ccc(/C=C(\C#N)C(=O)Nc2ccccc2)cc1[N+](=O)[O-]	0.8	0.1	-12	2
CC(=O)Nc1ccc2nc(NC(=O)c3ccc(N4C(=O)CCC4=O)cc3)sc2c1	0.2	0.1	5	1
CCOC(=O)C1=C(O)/C(=C/c2cccc(Br)c2)SC1=Nc1ccc(OC)cc1	-0.3	0.5	-4	3
O=C(CSc1nc2[nH]ncc2c(=O)n1-c1ccccc1)Nc1ccc(Br)cc1	0.4	-0.2	17	-5
CCSc1nnc(NC(=O)CN(c2ccc(C)cc2)S(=O)(=O)c2cccnc2)s1	-0.5	0.0	1	13

Source: PubChem BioAssay (The Scripps Research Institute Molecular Screening Center)
